# Assay outcomes from PubChem BioAssay.
# GPR151 activ: activators of human GPR151, primary screen, cell-based, PathHunter beta-arrestin, luminescence. 1% of 650,000 active. G-protein coupled receptor 151 (Homo sapiens), Q8TDV0. PathHunter beta-arrestin GPR151 cells. activation, % at 11.2 µM. AID 1508602, 2020; in the data active means activation above about 4.9%;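 further: 0% = median of compound wells and 100% = cells with positive control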
# MITF primary: MITF inhibitors, primary screen, biochemical, AlphaScreen, human. Microphthalmia-associated transcription factor (Homo sapiens), O75030. AlphaScreen MITF homodimerization, bead proximity signal. inhibition, % at 2.6 µM. 0.91% of 650,000 active; in the data active means inhibition above about 50%;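 further: 0% = vehicle wells with protein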
# FBW7 activator: FBW7 E3 ligase activators, primary screen, biochemical, AlphaScreen, human; F-box/WD repeat-containing protein 7 (Homo sapiens), Q969H0; AlphaScreen FBW7–phospho-cyclin E peptide binding, activator screen; normalized activity (activation), % at 26.1 µM; 0.13% of 650,000 active; AID 1259310, 2017; in the data active means normalized activity above about 1.9%;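 further: purified mutant Fbw7 with reduced substrate affinity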
# Target sequence (Q969H0 whole entry, looked up): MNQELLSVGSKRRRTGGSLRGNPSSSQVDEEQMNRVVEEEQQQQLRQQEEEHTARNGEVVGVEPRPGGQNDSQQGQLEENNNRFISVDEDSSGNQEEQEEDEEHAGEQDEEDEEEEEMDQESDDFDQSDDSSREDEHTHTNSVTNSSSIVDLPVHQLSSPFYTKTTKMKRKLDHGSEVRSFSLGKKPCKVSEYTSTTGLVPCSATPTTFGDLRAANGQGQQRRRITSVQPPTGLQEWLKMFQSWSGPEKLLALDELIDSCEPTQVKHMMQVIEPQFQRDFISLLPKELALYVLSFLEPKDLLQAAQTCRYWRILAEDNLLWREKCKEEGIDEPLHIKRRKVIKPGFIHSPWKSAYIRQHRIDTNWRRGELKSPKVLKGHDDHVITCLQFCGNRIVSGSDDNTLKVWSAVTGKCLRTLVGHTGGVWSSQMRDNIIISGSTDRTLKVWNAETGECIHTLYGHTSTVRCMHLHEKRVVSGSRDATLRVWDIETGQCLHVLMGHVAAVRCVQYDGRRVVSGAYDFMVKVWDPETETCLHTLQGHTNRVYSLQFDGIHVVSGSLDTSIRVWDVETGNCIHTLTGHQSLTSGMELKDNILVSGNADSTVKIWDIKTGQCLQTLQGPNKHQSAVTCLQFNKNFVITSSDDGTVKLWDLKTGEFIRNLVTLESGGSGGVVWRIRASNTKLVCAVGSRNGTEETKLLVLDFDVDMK
# TEAD-YAP block: TEAD-YAP interaction inhibition, primary screen, TEAD-YAP interaction inhibitor project, luminescence, HEK-TIYL cells | TEAD-Gal4/YAP UAS-luciferase luminescence | inhibition, % at 9.12 µM | 1.4% of 640,000 active | AID 1259422, 2018; in the data active means inhibition above about 32%;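 further: 0% = median of test compound wells and 100% = reference inhibitor wells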
# An asterisk follows results filed as active; & = joins results of further samples.
SMILES,GPR151 activ,MITF primary,FBW7 activator,TEAD-YAP block
CCOc1ccc(-n2nc(C(=O)NCCCN3CCN(CC)CC3)c3ccccc3c2=O)cc1,2.3,11,0.0,7
COc1ccc(C(=O)NNC2=NC(C)(C)Cc3ccccc32)cc1,-0.6,8,0.0,6
Cc1ccc(-c2nc(CS(=O)CC(=O)NCc3ccc4c(c3)OCO4)c(C)o2)cc1 (stereo not drawn),0.0,10,-0.1,21
COC(=O)c1sccc1NC(=S)N1CCN(CCO)CC1,0.1,-10,-0.1,0
CC1(C)Cc2c(sc(NC(=O)COc3ccc(Cl)cc3)c2C(N)=O)C(C)(C)N1,-1.6,3,0.0,-2
CCN(CC)c1nc(NCc2ccccc2)nc(N2CCC(N3CCOCC3)CC2)n1,-1.2,16,0.3,-1
Cc1cc(/C=N/NC(=O)CC23CC4CC(CC(C4)C2)C3)c(C)n1C1CC1,1.5,9,0.0,10
COc1cc(OC)cc(-c2nc(-c3cccnc3)no2)c1,-2.0,1,-0.1,-6
O=C(O)C1c2ccccc2C(=O)N(Cc2ccc(F)cc2)C1c1cccc(F)c1 (stereo not drawn),0.8,11,0.1,0
Cc1n[nH]c(C)c1S(=O)(=O)N(CC(=O)NC1CCCCC1)c1ccc(C(C)C)cc1,-0.3,10,0.1,-3
CCN1CCN(c2ncc(C(=O)Nc3ccc(Oc4ccccc4)cc3)c3ccccc23)CC1,-1.4,2,-0.2,-4
COc1ccccc1OCCn1ccnc1,-1.0,46,0.7,0
CCN1CCN(Cc2c(O)ccc3c2O/C(=C\c2ccc(OC)cc2OC)C3=O)CC1,1.5,-14,0.0,-13
Cc1nn(-c2ccccc2)c2c1C(=O)N(Cc1ccccc1)C(=O)C(C)(C)C2,0.5,5,0.2,0
CC(C)[C@H](NC(=O)c1ccc(F)cc1)C(=O)NNC(=O)c1n[nH]c(=O)c2ccccc12,0.4,1,0.0,4
Cc1cccc(CC(=O)Nc2cnn(-c3cccc(-c4nn[nH]n4)c3)c2)c1,0.1,14,0.6,6
CS(=O)(=O)N1CCc2nc(-c3ccccn3)nc(N3CCOCC3)c2C1,2.3,13,-0.4,-3
O=C(CC(=O)c1ccccc1)Nc1cc(C(F)(F)F)ccc1Cl,-0.7,-3,0.3,5
c1ccc(Nc2c(-c3cccs3)nc3cnccn23)cc1,-0.8,-4,0.1,-26
Cn1c(=O)[nH]c(=O)c2c1nc(NNC=O)n2Cc1ccc(Cl)cc1,1.8,2,-0.2,-3
COc1ccc(C2CC(C(F)(F)F)n3nc(C(=O)N4C(C)CCCC4C)c(Cl)c3N2)cc1 (stereo not drawn),-1.3,-6,0.0,11
Cc1cc(C)c(S(=O)(=O)NC2CC(C)(C)NC(C)(C)C2)cc1Br,1.9,0,0.2,0
Cc1n[nH]c(C)c1S(=O)(=O)N1CCCCCC1,1.0,7,0.0,-5
Cc1cc(C)cc(NC(=O)CCCOc2ccc(Cl)cc2Cl)c1,0.7,5,0.0,6
Cc1ccc(NC(=S)N(CCCN2CCCC(C)C2)Cc2cccs2)cc1C (stereo not drawn),3.6,-13,-0.2,1

# The results go on.
SMILES,GPR151 activ,MITF primary,FBW7 activator,TEAD-YAP block
COc1ccc(Cn2nnnc2C(C(C)C)N2CCC(O)CC2)cc1 (stereo not drawn),-0.4,3,-0.3,-1
Cc1ccc(/C=C2\SC(=S)N(CCCC(=O)O)C2=O)o1,0.3,31,-0.2,53*
Cc1ccc2cccc(Oc3ncnc4sc5c(c34)CCCCC5)c2n1,0.6,8,0.4,-2
C=CCNC(=O)CN(c1cc(C)ccc1OC)S(=O)(=O)c1ccccc1,-1.5,-9,-0.1,-7
CCOC(=O)c1cc(S(=O)(=O)NCCc2ccccc2)cn1C,2.8,-1,-0.1,4
COCCNC(=O)c1cn(-c2ccc(OC)cc2)c(=O)c2ccccc12,-1.7,0,0.1,6
Cc1cc(NCc2cccs2)n2c(n1)nc1ccccc12,0.2,-8,0.0,8
CCc1ccc(CN2CCC3(CC2)CC3C(=O)NCCc2ccccc2)o1 (stereo not drawn),-1.2,5,-0.1,1
CCCn1cnc2sc(C(=O)NCc3ccccc3Cl)c(C)c2c1=O,-1.0,16,0.0,1
O=C(O)CCC(=O)N1c2ccccc2NC2=C(C(=O)CC(c3ccc(Cl)cc3)C2)C1c1cccc([N+](=O)[O-])c1 (stereo not drawn),-2.2,-1,-0.1,-4
CC1CCC(NC(=O)CCN2N=C(c3ccccc3)CCC2=O)CC1 (stereo not drawn),-0.2,8,-0.1,1
COC(=O)c1ccc(N=Cc2cccc([N+](=O)[O-])c2O)cc1,1.1,10,0.5,-8
COc1cc2nc(N3CCOCC3)nc(NCc3nc4ccccc4[nH]3)c2cc1OC,-0.2,-2,-0.2,-13
Cc1ccc2sc(-c3ccc(N)cc3)nc2c1,-7.8,7,0.1,87*
CC(=O)c1ccc(OCc2cc(C(=O)N(C)Cc3ncc(C)[nH]3)no2)cc1,1.9,4,0.0,-5
CCOC(=O)COc1c(Cl)cc(/C=C2/SC(=O)N(CC)C2=O)cc1OC,1.1,1,0.0,4
CCS(=O)(=O)C(=C1NCC(c2ccccc2)O1)S(=O)(=O)CC (stereo not drawn),0.6,13,0.6,-9
COc1ccc(NC(=O)Cc2ccc(F)cc2)c([N+](=O)[O-])c1,0.5,-17,-0.1,-13
CC(=O)NC1=NN(C(C)=O)C(C)(CS(=O)(=O)c2ccc3ccccc3c2)S1 (stereo not drawn),0.1,3,0.1,-10
CCOc1cc(C=O)cc(Cl)c1OCc1ccc(C(=O)O)cc1,0.6,11,0.2,16
COCC(=O)Oc1c(Sc2c(F)c(F)c(F)c(F)c2F)c(C)nn1C(C)(C)C,0.4,9,-0.4,26
O=c1[nH]ncn1-c1ccc(Br)cc1,1.1,5,-0.1,-1
CC(C)c1onc(C(=O)NCc2cccs2)c1[N+](=O)[O-],-0.4,-6,-0.2,1
O=c1[nH]c2nonc2[nH]c1=O,1.1&0.3,1&2,-0.1&0.1,-2&-4
COC(=O)Cc1[nH]nc2c1C(C1C=CCCC1)C(C#N)=C(N)O2 (stereo not drawn),-0.8,1,-0.1,-3

# Overlap with the part before: 4 compounds, followed by the next part.
SMILES,GPR151 activ,MITF primary,FBW7 activator,TEAD-YAP block
O=c1[nH]ncn1-c1ccc(Br)cc1,1.1,5,-0.1,-1
CC(C)c1onc(C(=O)NCc2cccs2)c1[N+](=O)[O-],-0.4,-6,-0.2,1
O=c1[nH]c2nonc2[nH]c1=O,1.1&0.3,1&2,-0.1&0.1,-2&-4
COC(=O)Cc1[nH]nc2c1C(C1C=CCCC1)C(C#N)=C(N)O2 (stereo not drawn),-0.8,1,-0.1,-3
COCc1cc(CN2CCN3C(=O)[C@H](Cc4ccc(O)cc4)NC(=O)[C@H]3C2)ccc1OC,0.4,16,0.5,3
O=C1CSC(c2ccccc2Br)N1c1ccc2ccccc2c1 (stereo not drawn),0.6,-9,0.0,-13
C=CCNC(=S)Nc1cccc(N)c1,-0.2,23,-0.3,1
N#Cc1cc2c(N)c(C(=O)Nc3ccccc3C(F)(F)F)sc2nc1N,-1.0,6,-0.1,-13
CCNC(=O)CN(c1ccc(Cl)cc1C)S(=O)(=O)c1ccccc1,1.3,-3,0.1,5
Cc1nn(C)c(C)c1-c1nc(NCCN(C(C)C)C(C)C)c2ncn(C3CCCCC3)c2n1,0.2,-8,-0.1,2
OC(COc1ccc(Br)cc1)Cn1nnc2ccccc21 (stereo not drawn),-0.5,-4,-0.1,-54
CCN1CCN(CCCNC(=O)c2csc3c2CCCCC3)CC1,0.0,-5,0.0,1
CCOc1ccc(S(=O)(=O)NCc2ccccc2)cc1-c1nc2c(C(C)(C)C)nn(C)c2c(=O)[nH]1,-1.5,-14,-0.1,8
CCOC(=O)[C@@H]1Nc2ccc(C(=O)O)cc2[C@@H]2C=CC[C@H]12,-1.4,74*,-0.6,0
C=CCSc1nnc2c(n1)OC(c1ccc(F)cc1)Nc1ccccc1-2 (stereo not drawn),0.9,-6,0.0,-47
CCN(CC)C(=O)CN(c1cc(Cl)ccc1C)S(C)(=O)=O,0.2,0,-0.1,16
Nc1c(C(=O)Nc2ccc(F)cc2)sc2nc3cc4c(cc3cc12)OCO4,-0.7,-12,-0.2,-24
CC1=C(C(=O)OC2CC(C)CCC2C(C)C)C(c2ccc([N+](=O)[O-])cc2)n2nnnc2N1 (stereo not drawn),-1.0,-3,-0.3,0
COc1ccc(NC(=O)c2cccc(N3C(=O)C4C5C=CC(C5)C4C3=O)c2)c(OC)c1 (stereo not drawn),0.5,10,0.5,-1
Cc1cc(NC(=O)CCn2cnc3c(cnn3C(C)(C)C)c2=O)c2ccccc2n1,-0.6,13,-0.1,1
CCOc1ccc(C(=O)CCN(C)CC(=O)O)cc1,0.1,3,0.0,7
CCOC(=O)COc1ccc(/C=C2\SC(=Nc3ccc(OC)cc3)C(C(=O)OCC)=C2O)cc1,1.6,5,0.1,2
O=C(O)C12CC3CC(C1)CC(C(=O)O)(C3)C2,0.1,-3,0.1,5
CCc1c(C)c(C#N)c2nc3ccccc3n2c1NCc1ccco1,1.2,-16,1.0,25
CCCCn1c(SCC(=O)N(CC)CC)nc2ccsc2c1=O,1.2,-5,-0.1,13
COc1cccc(OC)c1C(=O)N1CCC(C2(CCC(C)C)NC(=O)NC2=O)CC1 (stereo not drawn),-0.9,-1,0.0,2
CCOC(=O)c1c(N)sc(C(=O)Nc2ccccc2C(F)(F)F)c1C,2.5,6,0.0,14
O=C(Nc1ccc2c(c1)C(=O)NC2=O)c1ccc(N2C(=O)CCC2=O)cc1,-1.3,8,-0.1,2
CSCCC(NS(=O)(=O)c1ccc2c(c1)oc(=O)n2C)C(=O)N1CCCCC1 (stereo not drawn),0.8,1,0.1,-26

# Structural class, the entries above containing a furan ring, fused or not (3)
SMILES,GPR151 activ,MITF primary,FBW7 activator,TEAD-YAP block
Cc1ccc(/C=C2\SC(=S)N(CCCC(=O)O)C2=O)o1,0.3,31,-0.2,53*
CCc1ccc(CN2CCC3(CC2)CC3C(=O)NCCc2ccccc2)o1 (stereo not drawn),-1.2,5,-0.1,1
CCc1c(C)c(C#N)c2nc3ccccc3n2c1NCc1ccco1,1.2,-16,1.0,25

# Molecules listed so far that contain bromine (4):
SMILES,GPR151 activ,MITF primary,FBW7 activator,TEAD-YAP block
Cc1cc(C)c(S(=O)(=O)NC2CC(C)(C)NC(C)(C)C2)cc1Br,1.9,0,0.2,0
O=c1[nH]ncn1-c1ccc(Br)cc1,1.1,5,-0.1,-1
O=C1CSC(c2ccccc2Br)N1c1ccc2ccccc2c1 (stereo not drawn),0.6,-9,0.0,-13
OC(COc1ccc(Br)cc1)Cn1nnc2ccccc21 (stereo not drawn),-0.5,-4,-0.1,-54

# (list continues)
SMILES,GPR151 activ,MITF primary,FBW7 activator,TEAD-YAP block
CCn1c(=O)cc(SCC(=O)Nc2cc(OC)c(OC)c(OC)c2)c2ccccc21,0.4,15,0.3,22
O=C1CCCN1CCn1cnc2c(NCCOc3ccccc3)nc(Nc3ccccc3)nc21,0.6,8,-0.2,6
CCCS(=O)(=O)N1CCCC(CCC(=O)NCc2cccc(OC)c2)C1 (stereo not drawn),0.3,-3,0.1,6
COc1ccc(C2=NN(C(=O)c3cc(OC)c(OC)c(OC)c3)C(c3ccc(C)cc3)C2)cc1OC (stereo not drawn),-0.5,3,0.0,46*
N#Cc1c(N)nc2c(C(N)=O)c(Nc3ccccc3)sc2c1-c1ccccc1,-0.8,22,1.0,18
O=C1/C(=C\c2ccc(Cl)cc2Cl)S(=O)(=O)C(c2ccc(Cl)cc2)N1c1ccc(Cl)cc1 (stereo not drawn),1.3,2,0.2,-8
CC1=C(C#N)C(NC(=O)C2CCCCC2)(C(F)(F)F)C(=O)N1 (stereo not drawn),-2.7,-39,0.0,3
COC(=O)CC1SC(=O)N(c2ccc(C)cc2)C1=O (stereo not drawn),0.0,-10,0.0,-2
O=S(=O)(c1ccccc1C(F)(F)F)N1CCC(O)(c2ccccn2)CC1,0.8,-1,-0.2,11
CC(C)(C)OC(=O)N1CCN(c2nc(-c3ccccc3)c3ccccc3n2)CC1,-0.8,-8,0.3,-11
CC(C)c1ccc(NC(=O)N[C@H]2C[C@H]3C(=O)N[C@H](C)C(=O)N3C2)cc1,-0.3,9,-0.4,3
NC(=O)c1cnn(C2CCS(=O)(=O)C2)c1 (stereo not drawn),-0.1,-5,-0.1,6
C[C@H](Nc1ccc(C(F)(F)F)cc1[N+](=O)[O-])C(=O)OCC(=O)NC(C)(C)C,0.7,-1,0.0,2
CSc1ccccc1NC(=O)c1cc2nc(-c3ccc(Br)cc3)cc(C(F)(F)F)n2n1,1.2,-5,-0.1,-6
COc1ccc(C=NC2(C)CCS(=O)(=O)C2)cc1 (stereo not drawn),1.6,-15,0.0,-2

# Results in FBW7 activator, for some of the entries so far:
smiles,FBW7 activator
O=C1CCCN1CCn1cnc2c(NCCOc3ccccc3)nc(Nc3ccccc3)nc21,-0.2
CCCS(=O)(=O)N1CCCC(CCC(=O)NCc2cccc(OC)c2)C1 (stereo not drawn),0.1
COc1ccc(C2=NN(C(=O)c3cc(OC)c(OC)c(OC)c3)C(c3ccc(C)cc3)C2)cc1OC (stereo not drawn),0.0
